# MITF inh: blocks human microphthalmia-associated transcription factor | AID 1259374 | O75030 | AlphaScreen MITF homodimerization, bead proximity signal | 0.91% of 650,000 active | inhibition, % at 2.6 µM; in the data active = inhibition above about 50%;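 note: 0% = vehicle wells with protein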
# GPR151 ag: activates the human receptor GPR151 | 1% of 650,000 active | PathHunter beta-arrestin GPR151 cells, luminescence | Q8TDV0 | activation, % at 11.2 µM; in the data active = activation above about 4.9%;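 note: 0% = median of compound wells and 100% = cells with positive control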
# Target sequence (Q8TDV0 whole entry, looked up): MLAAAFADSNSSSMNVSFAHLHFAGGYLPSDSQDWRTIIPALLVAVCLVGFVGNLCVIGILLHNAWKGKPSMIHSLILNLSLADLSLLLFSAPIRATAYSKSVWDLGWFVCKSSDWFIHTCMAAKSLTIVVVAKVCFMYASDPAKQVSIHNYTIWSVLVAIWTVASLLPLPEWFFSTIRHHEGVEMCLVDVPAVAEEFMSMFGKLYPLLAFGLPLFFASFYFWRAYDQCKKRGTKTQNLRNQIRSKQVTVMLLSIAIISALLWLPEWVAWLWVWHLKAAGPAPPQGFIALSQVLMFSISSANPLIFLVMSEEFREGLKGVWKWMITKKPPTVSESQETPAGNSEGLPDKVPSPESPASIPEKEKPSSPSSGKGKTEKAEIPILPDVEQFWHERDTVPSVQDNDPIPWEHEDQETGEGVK
# TEAD-YAP block: TEAD-YAP interaction inhibition; HEK-TIYL cells, TEAD-Gal4/YAP UAS-luciferase luminescence; inhibition, % at 9.12 µM; 1.4% of 640,000 active; in the data active = inhibition above about 32%;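 note: 0% = median of test compound wells and 100% = reference inhibitor wells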
# FBW7 act: human FBW7 E3 ligase activation, primary screen | AlphaScreen FBW7–phospho-cyclin E peptide binding, activator screen | normalized activity (activation), % at 26.1 µM | 0.13% of 650,000 active; in the data active = normalized activity above about 1.9%;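 note: purified mutant Fbw7 with reduced substrate affinity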
# Target sequence (Q969H0 whole entry, looked up): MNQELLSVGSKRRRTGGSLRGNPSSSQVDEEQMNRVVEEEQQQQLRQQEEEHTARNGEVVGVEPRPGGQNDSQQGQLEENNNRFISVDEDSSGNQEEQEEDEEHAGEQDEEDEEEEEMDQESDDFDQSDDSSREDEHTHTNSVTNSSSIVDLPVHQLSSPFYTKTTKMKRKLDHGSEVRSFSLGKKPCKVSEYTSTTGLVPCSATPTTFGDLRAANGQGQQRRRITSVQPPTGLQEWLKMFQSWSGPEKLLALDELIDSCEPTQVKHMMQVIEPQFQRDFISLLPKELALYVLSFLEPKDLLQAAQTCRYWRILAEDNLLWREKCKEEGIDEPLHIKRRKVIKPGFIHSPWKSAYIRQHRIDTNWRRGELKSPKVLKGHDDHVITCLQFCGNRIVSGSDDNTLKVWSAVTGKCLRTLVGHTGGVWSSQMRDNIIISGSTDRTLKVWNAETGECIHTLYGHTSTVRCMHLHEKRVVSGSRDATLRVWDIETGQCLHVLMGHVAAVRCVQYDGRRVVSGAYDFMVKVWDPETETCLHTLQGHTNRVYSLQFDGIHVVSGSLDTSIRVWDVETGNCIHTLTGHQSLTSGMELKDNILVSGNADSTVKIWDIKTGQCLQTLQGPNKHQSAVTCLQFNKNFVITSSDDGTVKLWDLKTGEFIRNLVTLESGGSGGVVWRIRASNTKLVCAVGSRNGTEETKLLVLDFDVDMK
# * = called active by the depositor; . = not tested or not shown.
Compound | MITF inh | FBW7 act | TEAD-YAP block | GPR151 ag
Cc1nn(-c2ccccc2)c(C)c1/C=N/Nc1nc(N)ncc1[N+](=O)[O-] | 4 | -0.5 | 18 | -3.7
O=C(NCc1ccco1)c1ccc2c(=O)n(-c3cc(C(F)(F)F)ccc3Cl)c(=S)[nH]c2c1 | -2 | 0.0 | 7 | -0.4
CC(C)N(C(=O)Cn1c(SCC(=O)N2CCCCCC2)nc2ccccc21)C(C)C | -5 | -0.1 | 12 | 1.2
CCCCOc1ccc(/C=N/NC=O)cc1 | 11 | 0.2 | 5 | 1.0
CN(C)CC(=O)NC(c1ccccc1)c1ccccc1 | -7 | -0.2 | -4 | -1.1
COC(=O)C1=C(C)NC(=O)NC1c1cc(OC)c(OC)c(OC)c1 (stereo unspecified) | -3 | 0.0 | -11 | 0.5
CC(NCCc1ccc(O)cc1)C(O)c1ccc(O)cc1 (stereo unspecified) | -3 | -0.1 | 0 | -0.2
CCOC(=O)C1CCN(c2ncnc3c2c(-c2ccccc2)cn3-c2cccc(C)c2)CC1 | 0 | 0.0 | 9 | -0.1
CCOC(=O)N1CCN(c2nc3ccc(C)cc3n3cnnc23)CC1 | -2 | -0.1 | 5 | 0.0
N#C/C(=C\c1c(Oc2ccc(F)cc2)nc2ccccn2c1=O)C(=O)NCC1CCCO1 (stereo unspecified) | 11 | 0.1 | 0 | -7.9
O=C(N/N=c1/c(=O)c(=O)c2ccccc12)c1ccc([N+](=O)[O-])cc1 | 1 | -0.5 | -4 | -1.2
CC(C)(C)c1ccc(C(=O)NC(=O)COC(=O)Cc2ccc3c(c2)OCCO3)cc1 | -4 | 0.0 | -10 | 2.2
CCOc1c(Br)cc(/C=C2/C(=O)NN(c3ccc(F)cc3)C2=O)cc1OC | 10 | -0.1 | 3 | 0.1
CCOC(=O)c1c(NC(=O)CSc2n[nH]c(N)n2)sc2c1CCCCC2 | -18 | 0.2 | 0 | -1.0
Cc1nc(-c2ccc(F)cc2)sc1-c1ccc(SCc2ccncc2)nn1 | -3 | -0.2 | -59 | -1.3
CC1=NNC(=O)C1CCC(=O)N/N=C/C=C/c1ccccc1 (stereo unspecified) | -23 | 0.0 | 8 | 3.4
OCCC1CN(Cc2cccc3cccnc23)CCN1C1CCCC1 (stereo unspecified) | 5 | -0.1 | 2 | 1.6
CSc1nnc(-c2ccccc2)c(=O)[nH]1 | -3 | -0.1 | 4 | -0.2
COc1ccccc1C(=O)NNC(=O)C(=O)Nc1cccc2ccccc12 | -11 | -0.1 | -5 | 4.6
N#Cc1c(-c2ccco2)nc(SCC(=O)Nc2ccc3ccccc3c2)[nH]c1=O | 1 | 0.0 | 8 | 0.9
CCC(C)C(=O)Nc1nc2c(s1)C(=O)CC(C(=O)NCc1nonc1C)C2 (stereo unspecified) | 2 | 0.7 | -71 | -2.0
COc1cc(/C=C2/NC(=O)NC2=O)c([N+](=O)[O-])cc1OC | -22 | 0.1 | 2 | -1.6
O=C(N/N=C/c1cc([N+](=O)[O-])cc(Br)c1O)C1COc2ccccc2O1 (stereo unspecified) | -18 | 0.0 | 7 | 0.9
CCOC(=O)c1ccc(NC(=O)c2cc[n+](Cc3nc4ccccc4[nH]3)cc2)cc1 | 14 | 0.1 | 2 | 0.0
O=[N+]([O-])c1cncc([N+](=O)[O-])c1NCc1ccccc1 | 0 | -0.6 | 0 | -0.9
COC(=O)c1nc(NC(=O)c2ccc(Cl)cc2Cl)n[nH]1 | -5 | 0.0 | 3 | 0.0
COc1ccc(OC)c(C(=O)CSc2nnc(C3CC3)n2C)c1 | 4 | 0.4 | -15 | 0.1
CC(C)n1c(Nc2cccnc2)nc2c(NCc3ccccc3)ncnc21 | 20 | 0.1 | 2 | -1.0
COc1ccc(OC)c(/C(O)=C/C(=O)C(=O)Nc2ccc(F)c(Cl)c2)c1 | 22 | -0.1 | 8 | -0.5
CCC(=O)Nc1nnc(C(F)(F)F)s1 | 2 | 0.2 | 2 | -0.6
O=C(COc1ncnc2ccc(Br)cc12)Nc1cc([N+](=O)[O-])ccc1Cl | -2 | 0.1 | -2 | -1.0
O=C(NCCNC(=O)c1ccco1)c1ccc(F)cc1 | 3 | 1.1 | 7 | 1.1
COCCCNCCOCCOc1c(C)cc(Cl)cc1Cl | 38 | -0.2 | 1 | -0.6
COC(=O)C(NC(=O)c1ccc(Br)cc1)c1ccccc1 (stereo unspecified) | -4 | -0.1 | 16 | 9.0*
O=C(O)COc1nc(C(F)(F)F)ccc1NC(=O)c1ccccc1 | 2 | -0.1 | 5 | -0.4
CCC1CCCCN1CCN1C(=O)C2C(C(=O)Nc3cc(Cl)cc(Cl)c3)C3C=CC2(O3)C1C(=O)NC1CCCCC1 (stereo unspecified) | -14 | 0.0 | -3 | -0.6
N#C/C(=C/c1ccc(Cl)cc1)c1nnc2n1CCCCC2 | 6 | 0.0 | -2 | 0.6
Nc1ncnc(NNC(=O)CNC(=O)COc2ccc(Cl)cc2)c1[N+](=O)[O-] | 2 | -0.2 | -19 | -0.6
CC(C)CCNC(=O)CN(C(=O)Cn1nnc(-c2ccc(F)cc2)n1)C1CCCC1 | -5 | -0.1 | -1 | 0.8
CCN(CC)CCCC(C)NC(=O)c1c(NC(=O)c2ccccc2)sc(C)c1C (stereo unspecified) | -5 | -0.1 | -10 | 0.3
CCS(=O)(=O)N1CCC(C(=O)NC(C)c2ccccc2)CC1 (stereo unspecified) | 3 | 0.2 | -6 | -0.8
Cc1cc2[nH]c(=O)c(=O)[nH]c2cc1S(=O)(=O)N1CCN(C2CCCC2)CC1 | -9 | 0.1 | -4 | -2.6
CC1=C(C)CC2C(=O)N(c3ccc(I)cc3C)C(=O)C2C1 (stereo unspecified) | -4 | -0.1 | 4 | 0.2
CCOc1ccc(NC(=O)c2ccc3c(=O)n(Cc4ccco4)c(=S)[nH]c3c2)cc1 | -6 | -0.1 | 2 | 0.5
NC(=O)c1c(NC(=O)COC(=O)C2CC(=O)N(Cc3ccco3)C2)sc2c1CCC2 (stereo unspecified) | 19 | -0.1 | 2 | -1.2
O=C(CCn1nnc2ccccc21)N/N=C\c1cc([N+](=O)[O-])ccc1O | 42 | -0.3 | 10 | 0.7
CC1CCN(S(=O)(=O)c2ccc3[nH]cc(C(=O)N4CCCC4)c(=O)c3c2)CC1 | -7 | -0.2 | 3 | 0.7
Cc1cccn2cc(CSc3ccccc3N)nc12 | -2 | 0.1 | -61 | 0.7
Cc1ccnc2nc(C(=O)Nc3cccc(C(F)(F)F)c3)nn12 | -10 | 0.0 | -42 | -2.5
CC1CCN(c2c(NCC3CCC(C(=O)NC4CCCC4)CC3)c(=O)c2=O)CC1 (stereo unspecified) | 8 | 0.2 | -3 | 0.6
O=C1c2ccccc2C(=O)N1CC1c2ccccc2CCN1S(=O)(=O)c1ccccc1 (stereo unspecified) | 3 | 0.2 | -4 | 0.5
CCC(C)NC(=O)CN1CCN(Cc2ccc(F)cc2Cl)C1=O (stereo unspecified) | 0 | 0.8 | 0 | 0.8
Cc1nn(-c2ccccc2)c(N2CCCCC2)c1C=C(c1nc2ccccc2s1)c1nc2ccccc2s1 | 10 | 0.1 | 1 | -1.0
Cc1nccn1-c1ncnc2sc3c(c12)CCCC3 | -8 | -0.1 | -1 | -0.5
O=c1cc(Cl)sn1Cc1ccccc1 | 10 | 0.0 | 8 | 0.8
O=C(CCc1nnc2ccc(N3CCCCC3)nn12)NCCCN1CCCC1 | 11 | -0.1 | 5 | -0.9

# Profiles as entered above:
# CCOc1ccc(NC(=O)c2ccc3c(=O)n(Cc4ccco4)c(=S)[nH]c3c2)cc1 reads MITF inh = -6; FBW7 act = -0.1; TEAD-YAP block = 2; GPR151 ag = 0.5
# Cc1cc2[nH]c(=O)c(=O)[nH]c2cc1S(=O)(=O)N1CCN(C2CCCC2)CC1 reads MITF inh = -9; FBW7 act = 0.1; TEAD-YAP block = -4; GPR151 ag = -2.6

# Remaining list, next part
Compound | MITF inh | FBW7 act | TEAD-YAP block | GPR151 ag
CCC(=O)Nc1nc(-c2cccc(OC)c2)cs1 | -1 | 0.0 | -67 | 0.6
COc1ccc(Cl)cc1Nc1nnc(-c2ccncc2)s1 | -3 | -0.2 | -11 | -1.9
Cc1cc(OCC(=O)Nc2ccc(-c3nc4cc(C(C)C)ccc4o3)cc2)cc(C)c1Cl | 20 | 0.3 | 6 | -1.3
O=C(Cn1cnc2c([nH]c3ccccc32)c1=O)N1CCN(c2ncccn2)CC1 | 12 | 0.5 | -3 | -0.7
CCCCCCC#C[C@@H]1C=C[C@H](OC(=O)OCC)[C@@H](COC(=O)OCC)O1 | 14 | -0.2 | . | -1.2
CC(=O)Nc1ncc(CN2CCN(C(c3ccccc3)c3ccccc3)CC2)s1 | 1 | 0.0 | 19 | -0.7
CCn1cc(C(=O)N(C)c2cc(Cl)ccc2OC)c2cc(OC)c(OC)cc2c1=O | -6 | 0.0 | -17 | 1.5
CC(NC(=O)/C(=C/c1ccc([N+](=O)[O-])cc1)NC(=O)c1cccc(Br)c1)C(=O)O (stereo unspecified) | 12 | 0.0 | 1 | 0.3
S=C(NCc1ccc(Cl)cc1)NCc1cccnc1 | -2 | 0.1 | 7 | -0.5
COc1ccc(N2Cc3ccc(C(=O)N/N=C\c4ccc5c(c4)OCO5)cc3C2)cc1 | -10 | -0.3 | -12 | 0.8
CCOc1ccc(N(Cc2cc3cc(C)ccc3[nH]c2=O)S(C)(=O)=O)cc1 | -1 | 0.0 | -3 | 2.5
Cc1ccc(C(=O)NC(=S)N2CC(C)OC(C)C2)cc1 (stereo unspecified) | 6 | 0.0 | 1 | 0.2
Cc1ccc(Sc2c(C)nn(S(=O)(=O)c3ccccc3[N+](=O)[O-])c2C)cc1 | 13 | 0.1 | 15 | -0.7
COc1ccc(-c2nc(NCc3cccc(C(F)(F)F)c3)c3ncn(C(C)C)c3n2)cc1 | 11 | 0.1 | -2 | -2.0
O=C(NC1CC1)c1ccc(-c2cnc3c(NCc4ccc(F)cc4)nccn23)cc1 | 20 | 0.7 | 0 | 2.3
Sc1oc(-c2ccccc2)cc1C=Nc1ccc(Cl)cc1 | 0 | -0.1 | -6 | 0.4
Cc1ccccc1-c1cnnc(N2CCN(c3ccccn3)CC2)n1 | 9 | 0.0 | -14 | -1.8
CC1(C)CC(=O)c2sc(NC(=O)c3cccc4ncccc34)nc2C1 | 8 | -0.2 | -6 | 0.6
O=C(Nc1cccc(C(=O)Nc2ccccc2C(=O)O)c1)c1cccc(Cl)c1 | -1 | -0.1 | -3 | -1.5
Cc1ccc2oc3nn(-c4ccccc4)c(=O)c-3cc2c1 | 9 | 0.8 | 53* | -0.9
COc1ccc(NC(=O)C2=C(C)NC(=O)NC2c2ccc(O)cc2)c(OC)c1 (stereo unspecified) | 6 | 0.2 | 3 | 0.8
COc1ccc(-c2nn(-c3ccccc3)cc2C2C(C(=O)OC(C)C)=C(C)NC(C)=C2C(=O)OC(C)C)cc1[N+](=O)[O-] | 6 | 0.0 | 1 | -0.8
Cc1ccn2c(=O)c(C(=O)NCCC(C)C)c(O)nc2c1 | 6 | 0.0 | 2 | 2.0
C[C@H]1Cc2c(-c3ccccc3)nc3c(c2CO1)CN(C(=O)c1cccnc1)CC3 | 9 | -0.1 | . | 0.7

# Part of the list above in order of molar mass, falling:
Compound | MITF inh | FBW7 act | TEAD-YAP block | GPR151 ag
CCn1cc(C(=O)N(C)c2cc(Cl)ccc2OC)c2cc(OC)c(OC)cc2c1=O | -6 | 0.0 | -17 | 1.5
COc1ccc(N2Cc3ccc(C(=O)N/N=C\c4ccc5c(c4)OCO5)cc3C2)cc1 | -10 | -0.3 | -12 | 0.8
Cc1nc(-c2ccc(F)cc2)sc1-c1ccc(SCc2ccncc2)nn1 | -3 | -0.2 | -59 | -1.3
S=C(NCc1ccc(Cl)cc1)NCc1cccnc1 | -2 | 0.1 | 7 | -0.5

# (continued)
Compound | MITF inh | FBW7 act | TEAD-YAP block | GPR151 ag
CSc1ccccc1NS(=O)(=O)c1cc2c3c(c1)CC(=O)N3CCC2 | -11 | 0.0 | -2 | 0.8
CC(C)(C)c1ccc(C(=O)N2CCC(C(=O)NC3CC3)CC2)cc1 | 14 | 0.5 | -21 | 4.0
COc1ccc(C(=O)n2cnnc2N)cc1[N+](=O)[O-] | 5 | -0.1 | 10 | 1.5
CC1CN(Cc2cc(Cl)c3cccnc3c2O)CC(C)O1 (stereo unspecified) | 56* | -0.4 | 24 | -0.9
CCOC(=O)c1ccc(OCCOc2ccccc2OC)cc1 | 8 | 1.2 | -13 | -2.8
c1cncc(-c2cnc3ccc(NCc4cccs4)nn23)c1 | 17 | 0.3 | 21 | 0.4
CCOC(=O)Cn1c(=O)c2c(nc3n2CC(C)CN3c2ccc(OC)cc2)n(C)c1=O (stereo unspecified) | 15 | 0.2 | 5 | -1.4
CC(=O)c1c(C)nn(C(=O)c2cccs2)c1C | -5 | 0.0 | 10 | 0.1
O=C1N=c2ccc(F)cc2=C1c1sc(=S)n(-c2ccccc2)c1O | 1 | 0.1 | 0 | -1.0
CC(C)c1ccc(/C=N/Nc2cc(N3CCOCC3)nc(N3CCOCC3)n2)cc1 | -11 | -0.1 | -8 | 1.0
O=C(Nc1ccc(Cl)cc1)c1cccc(S(=O)(=O)N2CCCC2)c1 | -11 | -0.1 | 3 | 1.3
Cc1nc(N2CCOCC2)c2c(C)c(C(=O)NCc3ccco3)sc2n1 | 3 | -0.1 | -6 | -1.0
CCOc1ccccc1NC(=O)c1noc2c1COc1ccccc1-2 | 17 | 0.5 | -4 | 0.4
CC(C)N(C)NC(=S)Nc1ccccc1 | 4 | 0.1 | -1 | -0.4
CC(C)CCNC(=O)CSc1nnc(-c2cccs2)n1N | -1 | 0.0 | -1 | -0.5

# Bioassay records from PubChem BioAssay.
